Cdc42 wt = human Cdc42 wildtype GTP binding change, either direction | GST-Cdc42 beads, Bodipy-GTP binding, flow cytometry; actives lie on both sides | percent activity (GTP binding), % at 10 µM | hit rate 0.2% among 190,000;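 active = percent activity GTP binding at least 20 points away from the 100% baseline, either down as inhibitor or up as activator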;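 also: median bead fluorescence of bound Bodipy-FL-GTP at 100 nM; 0% = excess unlabeled GTP control and 100% = no compound control; below 100% means less GTP binding so inhibitor and above means activator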
Target sequence (P60953 whole entry, looked up): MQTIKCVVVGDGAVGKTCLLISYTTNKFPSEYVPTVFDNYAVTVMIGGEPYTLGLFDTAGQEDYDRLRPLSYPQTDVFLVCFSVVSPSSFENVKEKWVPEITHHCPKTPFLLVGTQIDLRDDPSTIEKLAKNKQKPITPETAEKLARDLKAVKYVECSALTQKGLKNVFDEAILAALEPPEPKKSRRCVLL
Rac1 wt modul = alters GTP binding to wildtype human Rac1; P63000; GST-Rac1 beads, fluorescent GTP binding, flow cytometry; actives lie on both sides; 0 = cold GTP competed, 100 = untreated; GTP binding activity (% of control), % at 10 µM; hit rate 0.27% among 190,000;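 active = GTP binding activity at least 20 points away from the 100% control level, either lower or higher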
Mcl1 Bid PPI = Mcl-1/Bid interaction inhibition; Q07820; TR-FRET Mcl-1/Bid-Dy647 peptide binding, 1536-well; inhibition, % at 21.7 µM; hit rate 0.97% among 220,000;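 active = compounds that cut the binding signal by more than half at the single screening dose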;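 also: His-tagged Mcl-1 with europium anti-His antibody binding Bid BH3 peptide; 0% = Mcl-1 plus peptide wells and 100% = peptide-only wells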
Target sequence (Q07820 whole entry, looked up): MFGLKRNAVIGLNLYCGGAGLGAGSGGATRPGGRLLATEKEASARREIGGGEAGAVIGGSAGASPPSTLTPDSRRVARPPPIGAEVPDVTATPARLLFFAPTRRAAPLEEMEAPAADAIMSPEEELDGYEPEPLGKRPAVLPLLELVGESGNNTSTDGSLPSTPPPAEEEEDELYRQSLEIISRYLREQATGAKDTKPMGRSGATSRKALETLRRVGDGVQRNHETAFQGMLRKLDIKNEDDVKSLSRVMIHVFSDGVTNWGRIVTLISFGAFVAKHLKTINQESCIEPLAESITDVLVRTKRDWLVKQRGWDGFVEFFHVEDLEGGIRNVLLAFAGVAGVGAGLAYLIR
Avidin bead fluor = compound fluoresces at 488/530 nm on avidin beads; fluorescence (KMESF) at 10 µM; AID 1775; hit rate 0.38% among 220,000; compound fluorescence 488/530 nm, flow cytometry; stronger effect = higher value; in the data active = fluorescence above about 47; also: inactives centre near 10
GSH bead fluor = compound fluoresces at 488/530 nm on GSH beads; GSH beads flow cytometry, compound fluorescence 488/530 nm; stronger effect = higher value; fluorescence (KMESF) at 10 µM; hit rate 0.25% among 190,000; AID 1776; in the data active = fluorescence above about 89;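 also: glutathione beads carrying GST-tagged Bcl family fusion proteins plus one bare bead set; values are compound well signal with DMSO vehicle wells as background; inactives centre near 16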
Pf gamet viab = kills late stage P. falciparum gametocytes; P. falciparum stage V gametocytes, ATP luminescence, 24 h; inhibition, % at 10.9 µM; hit rate 0.065% among 150,000;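 active = inhibition above the mean plus 3 SD of compounds within the control limits, set per campaign, cut at about 38% in these data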;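 also: 0% = DMSO wells and 100% = medium only without gametocytes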
Rab2 wt GTP = changes GTP binding to wildtype dog Rab2A, up or down | P61105 | GST-Rab2 wt beads, Bodipy-GTP binding, flow cytometry | GTP binding activity, % at 10 µM | hit rate 0.19% among 190,000 | AID 760;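 active = GTP binding activity at least 20 points away from 100%, either lowered or raised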;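 also: 0% = beads with excess unlabeled GTP and 100% = no-compound control corrected for plate trend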
Rac1 act GTP bind = modulators of GTP binding to human Rac1 activated mutant. P63000. GST-Rac1 activated beads, fluorescent GTP binding, flow cytometry; actives lie on both sides; 100% means binding = to untreated wells. percent activity (GTP binding), % at 10 µM. hit rate 0.11% among 190,000. AID 764;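 active = GTP binding at least 20 percentage points away from the 100% baseline, in either direction, so actives lie on both sides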
HRas wt GTP = changes GTP binding to wildtype human HRas; P01112; GTP binding activity, % at 10 µM; hit rate 0.14% among 190,000; GST-Ras wt beads, Bodipy-FL-GTP binding, flow cytometry; actives lie on both sides;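 active = GTP binding activity at least 20% away from the 100% baseline, either lowered as inhibitor or raised as activator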;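 also: 0% = unlabeled GTP competition control and 100% = no-compound control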
Target sequence (P01112 whole entry, looked up): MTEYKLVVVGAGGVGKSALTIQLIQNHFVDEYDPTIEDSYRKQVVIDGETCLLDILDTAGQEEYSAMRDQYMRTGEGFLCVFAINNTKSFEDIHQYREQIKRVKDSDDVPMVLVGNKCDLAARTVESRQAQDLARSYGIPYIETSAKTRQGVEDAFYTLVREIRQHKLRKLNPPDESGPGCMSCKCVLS
Rab7 wt GTP bind = dog Rab7 wildtype GTP binding, inhibitors and activators | GST-Rab7 beads, fluorescent GTP binding, flow cytometry; actives lie on both sides; untreated = 100%, excess cold GTP = 0% | GTP binding activity (percent of control), % at 10 µM | hit rate 0.055% among 190,000 | AID 758;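 active = fluorescent GTP binding to Rab7 beads changed by at least 20 points from the 100% baseline, either direction, mostly lower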;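 also: median green fluorescence of bound Bodipy-FL-GTP per Rab7 bead population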
Mcl1 Noxa PPI = disrupts binding of human Mcl-1 to Noxa peptide. Q07820. hit rate 1.5% among 220,000. TR-FRET Mcl-1/Noxa peptide binding, 2 h. inhibition, % at 21.7 µM;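 active = compounds that cut the protein-peptide binding signal by more than 50% relative to plate controls in a single-dose test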;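 also: His-tagged Mcl-1 with rhodamine Noxa BH3 peptide and terbium anti-His antibody; 0% = Mcl-1 plus Noxa peptide wells and 100% = peptide-only wells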
The depositor's hits bear a star; / = not tested or not shown; [ ] = remark or other dose.

No.	compound	Cdc42 wt	Rac1 wt modul	Mcl1 Bid PPI	Avidin bead fluor	GSH bead fluor	Pf gamet viab	Rab2 wt GTP	Rac1 act GTP bind	HRas wt GTP	Rab7 wt GTP bind	Mcl1 Noxa PPI
1	O=C(NCc1ccccc1)c1ccc2nc(-c3ccco3)c(-c3ccco3)nc2c1	94	95	12	22	7	/	94	92	96	96	102*
2	On1nnc2ccc3ccccc3c21	97	103	-6	3	18	1	95	98	100	102	8
3	Clc1ccc(-c2nnc3n2CCCC3)cc1	106	103	-10	16	21	13	107	101	106	107	-11
4	CC(C)c1[nH]nc2c1C(c1cccs1)C(C#N)=C(N)O2 (stereo not given)	100	102	-15	7	15	26	100	100	100	96	-1
5	N#CC(C(=O)NC1CC1)c1nc2ccccc2nc1N1CCN(C/C=C/c2ccccc2)CC1 (stereo not given)	101	101	-14	5	33	/	100	99	101	98	6
6	CCc1ccc2[nH]c(=O)c(C(c3nnnn3Cc3ccc(OC)cc3)N3CCOCC3)cc2c1 (stereo not given)	99	97	18	8	5	/	94	98	96	93	-8
7	COCCCn1c(=S)[nH]c2ccc(N3CCOCC3)cc2c1=O	96	93	-63	7	54	3	93	94	95	94	20
8	CN(C)CCNCCCOc1ccccc1-c1ccccc1	96	100	-22	10	22	/	95	97	94	96	7
9	CCN(CC)CCn1c(NCc2ccc(C)o2)nc2ccccc21	105	103	-9	6	36	/	106	101	106	104	19
10	O=C(O)c1c(C(=O)N2N=C3/C(=C/c4ccccc4)CCCC3C2c2ccccc2)cccc1[N+](=O)[O-] (stereo not given)	86	87	-10	25	12	6	87	82	87	86	21

The results go on.
No.	compound	Cdc42 wt	Rac1 wt modul	Mcl1 Bid PPI	Avidin bead fluor	GSH bead fluor	Pf gamet viab	Rab2 wt GTP	Rac1 act GTP bind	HRas wt GTP	Rab7 wt GTP bind	Mcl1 Noxa PPI
11	CC(=O)NC(Cc1ccc(C)cc1)C(=O)NC1CCN(C(=O)c2ccc([N+](=O)[O-])cc2)CC1 (stereo not given)	104	106	-10	12	13	-11	102	103	102	105	2
12	Cn1cnnc1SCC(=O)Nc1ccc(OCc2ccccc2)cc1	97	101	-10	27	11	-33	102	97	99	106	-14
13	CCOc1ccc(-n2c(=O)c3c(C)c(C)sc3n(CC(=O)NCc3ccco3)c2=O)cc1	107	111	-9	22	14	/	104	102	104	103	-28
14	Cc1cccc(C(=O)NC(=S)NNC(=O)c2cccs2)c1	99	100	-80	2	6	/	96	95	98	102	-32
15	COc1cccc(C(=O)N2CCOCC2)c1	99	97	-19	9	12	14	97	94	98	97	7
16	CC(C)CC(=O)Nc1ccc2nn(-c3ccccc3)nc2c1	101	98	-28	5	11	/	99	100	99	99	16
17	Cc1nc2cc(C(F)(F)F)ccc2n1C1CCN(CC(=O)NC(C)(C)C)CC1	102	102	-2	7	17	/	99	98	100	96	14
18	Cc1ccc(C)c2[nH]c(=O)c(C(c3nnnn3Cc3ccccc3)N3CCc4ccccc4C3)cc12 (stereo not given)	102	110	-66	8	266*	1	102	101	106	106	-188
19	O=C(C(=O)N1CCOCC1)c1c[nH]c2ccccc12	99	100	0	5	20	-12	99	98	100	103	-1
20	CC1CCCC(C)N1C(=O)CN1CCN(c2nc(-c3ccc(F)cc3)cs2)CC1 (stereo not given)	104	103	-63	11	16	-18	102	100	104	100	-6

An excerpt from above in order of heavy-atom count, falling.
No.	compound	Cdc42 wt	Rac1 wt modul	Mcl1 Bid PPI	Avidin bead fluor	GSH bead fluor	Pf gamet viab	Rab2 wt GTP	Rac1 act GTP bind	HRas wt GTP	Rab7 wt GTP bind	Mcl1 Noxa PPI
1	O=C(NCc1ccccc1)c1ccc2nc(-c3ccco3)c(-c3ccco3)nc2c1	94	95	12	22	7	/	94	92	96	96	102*
20	CC1CCCC(C)N1C(=O)CN1CCN(c2nc(-c3ccc(F)cc3)cs2)CC1 (stereo not given)	104	103	-63	11	16	-18	102	100	104	100	-6
15	COc1cccc(C(=O)N2CCOCC2)c1	99	97	-19	9	12	14	97	94	98	97	7

Continuation.
No.	compound	Cdc42 wt	Rac1 wt modul	Mcl1 Bid PPI	Avidin bead fluor	GSH bead fluor	Pf gamet viab	Rab2 wt GTP	Rac1 act GTP bind	HRas wt GTP	Rab7 wt GTP bind	Mcl1 Noxa PPI
21	COC(=O)c1cc(Cl)c(NC(=O)c2ccc(F)cc2)cc1OC	105	107	-14	12	6	/	101	99	102	103	5
22	Cc1ccc2sc(NC(=O)CN3C(=O)CCC3=O)nc2c1C	100	102	-9	7	27	/	101	98	100	102	-13
23	O=C(CN1C(=O)CSc2ncccc21)NCCN1CCOCC1	103	103	-22	8	20	/	101	101	102	103	16
24	Cc1n[nH]c(C)c1S(=O)(=O)N1CCc2ccccc21	99	104	-8	14	32	/	100	96	100	101	16
25	COc1cc(NC(=O)c2ccc(OC)c([N+](=O)[O-])c2)ccc1NC(=O)c1cccs1	96	92	-3	6	8	-37	92	97	94	95	17
26	CCCc1cc(Nc2ccccc2OCC)n2ncnc2n1	102	98	-9	16	25	/	98	100	100	97	3
27	CCc1nnc(NC(=O)Nc2ccc(Cl)cc2)s1	102	102	-23	14	12	7	101	98	101	107	1
28	Cc1oc(-c2nc3ccccc3n2C)cc1C(=O)c1ccccc1	101	98	29	22	13	/	98	96	98	104	32
29	O=C(Nc1ccc(N2CCOCC2)cc1)C1CC1	103	103	-24	41	28	/	99	99	100	106	25
30	O=C(CSc1nc2ccccc2o1)Nc1nc(-c2ccccc2)cs1	97	99	-2	23	10	-10	94	96	97	99	5

The results go on.
No.	compound	Cdc42 wt	Rac1 wt modul	Mcl1 Bid PPI	Avidin bead fluor	GSH bead fluor	Pf gamet viab	Rab2 wt GTP	Rac1 act GTP bind	HRas wt GTP	Rab7 wt GTP bind	Mcl1 Noxa PPI
31	O=C1C2CCCN2C(c2ccc(Br)cc2)N1c1ccc(F)cc1 (stereo not given)	95	96	9	7	26	/	96	97	95	96	10
32	Cc1ccc(P(C)(=O)c2ccc(C)cc2)cc1	92	94	3	10	56	/	95	94	96	99	19
33	CCc1ccccc1NC(=O)CN(C)C(=O)CSc1nnc(Nc2cccc(C)c2)s1	97	99	-23	14	13	20	98	99	97	100	6
34	CCCCCC(C(=O)O)C(C)CC(=O)NC1CCCCC1 (stereo not given)	101	98	-37	6	61	/	99	98	100	96	-14
35	CC(=O)c1sc(N/N=C\c2ccc(C)cc2)nc1C	100	102	-57	3	5	7	95	97	98	99	18
36	CCOC(=O)c1ccccc1NC(=O)CN(c1ccccc1OCC)S(C)(=O)=O	98	95	-1	8	39	-2	94	95	96	95	7
37	COc1cc(C(=O)NNC(=O)C2CC=CCC2C(=O)O)cc(OC)c1OC (stereo not given)	104	105	-27	3	10	1	98	102	102	108	5
38	Cc1ccc(CN2CCN(Cc3cnn(-c4ccc(Cl)cc4)c3)CC2CCO)o1 (stereo not given)	99	102	-41	11	12	3	98	96	101	106	10
39	O=C(NCc1n[nH]c(=S)n1-c1ccc(Br)cc1)c1ccc(S(=O)(=O)N2CCCC2)cc1	97	98	-45	20	11	/	96	93	97	98	18
40	CC1=C(C(=O)Nc2ccccc2Cl)C(c2ccc(N(C)C)cc2)NC(=O)N1 (stereo not given)	106	102	-26	9	21	/	104	101	105	100	10

Next compounds
No.	compound	Cdc42 wt	Rac1 wt modul	Mcl1 Bid PPI	Avidin bead fluor	GSH bead fluor	Pf gamet viab	Rab2 wt GTP	Rac1 act GTP bind	HRas wt GTP	Rab7 wt GTP bind	Mcl1 Noxa PPI
41	Cc1nn(C)c(Cl)c1NC(=O)OCc1ccccc1	97	98	-34	9	15	-19	97	99	99	91	-11
42	COc1ccc(Cl)cc1C(=O)Nc1cccc(-c2ccc3nncn3n2)c1	102	102	7	24	/	15	110	108	113	/	-15
43	Cc1ccc(-c2nnc(SCC(=O)Nc3ccccc3N3CCOCC3)o2)cc1	97	99	-21	12	28	-3	100	95	98	101	8
44	COc1ccc(C2C(C(=O)Nc3cc(OC)c(OC)c(OC)c3)c3ccccc3C(=O)N2C)cc1OC (stereo not given)	99	101	-34	14	10	-6	102	98	101	107	-8
45	COn1c(SCc2cccnc2)nc2ccccc2c1=O	105	105	23	6	27	/	104	102	104	101	0
46	CCOc1ccc(S(=O)(=O)Nc2ccncc2)c(C)c1C	94	94	3	24	11	6	93	95	93	96	5
47	Cc1cccc(-c2cc(C(=O)N3CCCc4ccccc43)c3ccccc3n2)c1	99	102	-16	14	20	-6	99	99	100	99	-5
48	COc1ccc2[nH]c(C)c(CCNC(=S)Nc3ccc(C)cc3)c2c1	92	92	-39	14	62	/	94	92	93	104	6
49	Cc1sc2nc(C(C)Nc3ccccc3N3CCOCC3)[nH]c(=O)c2c1C (stereo not given)	100	104	-99	21	63	/	97	99	99	97	-27
50	COc1cccc(C2=NOC(C(=O)Nc3ccc(OC)c(OC)c3)C2)c1 (stereo not given)	95	94	-12	6	17	/	98	96	96	96	37

With a hit mark in Mcl1 Noxa PPI (from the list above):
item	mol	Cdc42 wt	Rac1 wt modul	Mcl1 Bid PPI	Avidin bead fluor	GSH bead fluor	Rab2 wt GTP	Rac1 act GTP bind	HRas wt GTP	Rab7 wt GTP bind	Mcl1 Noxa PPI
1	O=C(NCc1ccccc1)c1ccc2nc(-c3ccco3)c(-c3ccco3)nc2c1	94	95	12	22	7	94	92	96	96	102*

(further entries)
No.	compound	Cdc42 wt	Rac1 wt modul	Mcl1 Bid PPI	Avidin bead fluor	GSH bead fluor	Pf gamet viab	Rab2 wt GTP	Rac1 act GTP bind	HRas wt GTP	Rab7 wt GTP bind	Mcl1 Noxa PPI
51	Cc1ccccc1NC(=O)COC(=O)CCc1nc2ccccc2c(=O)[nH]1	96	95	-27	10	16	18	95	95	95	101	21
52	O=C(CSc1nnc(-c2cccs2)o1)N1CCCCC1	101	107	-10	7	13	/	101	100	99	101	-10
53	c1ccc(COc2ccc(Nc3ncnc4nc[nH]c34)cc2)cc1	107	111	-22	8	12	/	104	102	103	100	4
54	O=C1CC(c2ccc(F)cc2)Sc2ccccc2N1 (stereo not given)	116	129*[activator]	-2	25	10	-15	106	109	114	111	7
55	Cc1ccc(Cl)cc1N1CCN(S(=O)(=O)N2CCCCC2)CC1	88	97	-27	7	18	-2	97	92	99	101	-12
